High-throughput results (PubChem)
mcGAS lum: inhibitors of mouse cGAS | Q8C6L5 | recombinant cGAS, Kinase-Glo ATP depletion luminescence | AID 1259399 | hit rate 0.15% among 160,000 | inhibition, % at 12.5 µM;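 note: 0% = negative control wells and 100% = reference inhibitor with no enzyme activity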
hcGAS lum: human cGAS inhibition | Q8N884 | recombinant h-cGAS, ATP depletion, Kinase-Glo luminescence | inhibition, % at 12.5 µM | hit rate 0.081% among 290,000 | AID 1259398;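 note: 0% = vehicle reaction and 100% = reaction without DNA for no activity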
Target sequence (Q8N884 whole entry, looked up): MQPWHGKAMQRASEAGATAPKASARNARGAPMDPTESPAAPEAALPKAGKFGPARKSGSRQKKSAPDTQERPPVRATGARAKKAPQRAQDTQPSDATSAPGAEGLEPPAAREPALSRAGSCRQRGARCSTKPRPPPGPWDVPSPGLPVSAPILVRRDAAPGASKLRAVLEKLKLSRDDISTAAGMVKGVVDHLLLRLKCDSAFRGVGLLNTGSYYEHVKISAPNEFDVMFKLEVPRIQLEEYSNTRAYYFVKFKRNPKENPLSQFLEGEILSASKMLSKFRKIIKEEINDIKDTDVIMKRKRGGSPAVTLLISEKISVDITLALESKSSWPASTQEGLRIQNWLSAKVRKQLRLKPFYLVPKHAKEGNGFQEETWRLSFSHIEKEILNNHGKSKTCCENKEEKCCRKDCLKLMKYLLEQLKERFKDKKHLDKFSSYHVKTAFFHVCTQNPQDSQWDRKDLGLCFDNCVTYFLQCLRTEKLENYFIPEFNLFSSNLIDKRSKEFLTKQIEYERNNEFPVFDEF
NPYLR7 ag: mosquito NPYLR7 agonism | HEK293T NPYLR7/Galpha15, GCaMP6s calcium fluorescence | hit rate 0.15% among 270,000 | activation, % at 10 µM; in the data active = activation above about 40%;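 note: 0% = vehicle and 100% = reference agonist at the receptor; some compounds past the cut are filed as inactive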
Starred values were filed as active, the others as inactive; . = not tested or not shown; & = joins results of further samples. Cut-off read from the data, not from the text of the source, unless noted: active = inhibition above about 40%; inactive = the rest.

The line under a structure holds: mcGAS lum, hcGAS lum, NPYLR7 ag
- Cc1sc(NC(=O)c2ccco2)c(C(c2cccnc2)N2CCN(CCO)CC2)c1C (configuration not stated)
→ ., -2, 7
- CC(=O)c1c(C)nn(C(C)CC(=O)N2C[C@H]3C[C@H](O)[C@@H](O)C[C@H]3C2)c1C (some centres not stated)
→ -14, -8, .
- CCOC(=O)N1CCN(C(c2ccc(F)cc2)C2Sc3nc(C)nn3C2=O)CC1 (configuration not stated)
→ ., -7, -2
- CCOc1ccccc1C(=O)N1CC(=O)N(CCOC)CC(O)C1 (configuration not stated)
→ -5, -4, 24
- COc1ccc(C2c3ccsc3CCN2CC(=O)N2CCN(C(=O)Cc3cccs3)C(C)C2)cc1 (configuration not stated)
→ -5, -3, 5
- C=CCNc1nnc(SCC(=O)c2c(N)n(CC(C)C)c(=O)n(C)c2=O)s1
→ ., -8, -2
- c1c(CN2CCOCC2)noc1C1CC1
→ -4, -8, .
- CCCc1cc(CN(C)C(=O)c2c(C)cc(C)[nH]c2=O)[nH]n1
→ ., -6, 2
- c1ccc(Cc2nc(CCc3cccnc3)n[nH]2)cc1
→ ., -11, 1
- COCCOCC(=O)N1CCOC(c2ccc(Cl)c(Cl)c2)C1 (configuration not stated)
→ ., -2, 20
- Cn1ncc2c(N3CCN(C(=O)N4CCOCC4)CC3)nc(C(C)(C)C)nc21
→ ., -13, -4
- COC(=O)c1cc2n(n1)CCCN(C1CCN(C(=O)c3ccccc3)CC1)C2
→ -16, -1, 24
- CN(CC1(CO)CCC1)c1nnc(C(C)(C)C)o1
→ -5, -9, .
- FC(F)(F)c1cccc(CCC2CCCN(Cc3ccncc3)C2)c1 (configuration not stated)
→ ., -7, 2
- Cc1csc(-c2nonc2NC(=O)c2ccc(C(F)(F)F)cc2)n1
→ ., -4, 13
- COc1cccc(C2c3[nH]c4ccccc4c3CCN2C(=O)c2cccnc2C)c1OC (configuration not stated)
→ -4, -3, 1
- CC1(C)CC(=O)C2=C(C1)OC(=N)C(C#N)C2C1CCCCC1 (configuration not stated)
→ 0, 3, 0
- O=C(CC(NCCCN1CCOCC1)C(=O)O)Nc1ccc2ccccc2c1 (configuration not stated)
→ -7, -5, 18
- CCOc1cc(CN2CCCn3cccc3C2c2cccc(C(F)(F)F)c2)ccc1O (configuration not stated)
→ -6, -8, 18
- Cc1nc(CC(=O)N2Cc3ccccc3CC2C(N)=O)cs1 (configuration not stated)
→ ., -8, -25
- CCN(CC)S(=O)(=O)c1ccc(Cl)c(C(=O)Nc2ccc(C(C)=O)cc2)c1
→ ., 3, -4
- COCCCN(C)CCNC(=O)C(C)(C)c1ccc(C)cc1
→ ., -10, 3
- CCc1cnc(C)nc1N1CCN(Cc2ccc3c(c2)OCO3)C(=O)C1
→ -17, -3, 12
- CC(C)NC(=O)CSc1nc(-c2ccccc2F)nc2c1c(=O)n(C)c(=O)n2C
→ -9, -4, -9
- Cc1noc(-c2cccc(F)c2)c1C(=O)NCc1ccsc1
→ -8, -5, 1
- O=C1CC2(CCCC2)C(=O)N1CN1CCN(S(=O)(=O)c2ccc(F)cc2)CC1
→ -5, -2, 13
- O=C1NC2(CCCC2)C(=O)N1CCS(=O)(=O)Oc1ccccc1Br
→ ., -6, 3
- O=S1(=O)N(c2ccccc2)C[C@H](O)[C@]12CCN(Cc1cccc(Cl)c1)C2
→ -5, 6, 0
- Cc1cc(C)n(-c2ccc(C(=O)Nc3cccc4c3CCCC4)cc2)n1
→ -4, -7, -17
- CCOc1cccc(-c2cc(N)ccn2)c1
→ -9, 1, 8
- O=[N+]([O-])c1ccccc1SN(Sc1ccccc1[N+](=O)[O-])c1nccs1
→ ., -5, 8
- CC1(C(=O)NCc2cccc3ccccc23)CCN1C(=O)C1(c2ccccc2)CCCC1 (configuration not stated)
→ -5, -7, 18
- COC(=O)c1cccc(NCN2C(=O)c3ccc(Br)cc3C2=O)c1
→ -4, 1, 0
- C=CCCC(O)CNC(c1nc(-c2cc(OC)c(OC)c(OC)c2)no1)C(C)C (configuration not stated)
→ -8, -2, .
- COc1ccc(S(=O)(=O)NCCc2nnc3ccc(SCC(=O)N4CCCC4)nn23)cc1
→ -6, -3, -8
- COc1ccc(CN(Cc2ncc(Cl)n2C)C2CCS(=O)(=O)C2)cc1 (configuration not stated)
→ ., -4, 0
- CCOC(=O)C(N=O)=C(O)c1ccccc1
→ -7, -5, -9
- COCCNC(=O)c1ccc(CSc2nnc(-c3ccccc3Cl)n2-c2ccccc2F)cc1
→ -5, -11, 17
- Cn1nc(C(=O)Nc2ccc3c(c2)CCC3)c2ccccc2c1=O
→ ., -8, 6
- CC1=NN(c2ccccc2)C(=O)/C1=C\c1ccc(-c2ccc3c(c2)C(=O)NC3=O)o1
→ -6, -30, -2
- O[C@@H]1C[C@H]2CN(CCOc3ccc(Cl)cc3)C[C@H]2C[C@@H]1O
→ ., -9, 22
- CC(=O)N1CCCN(C(=O)Cc2cccs2)c2ccccc21
→ ., -3, 1
- CC1CCCN(S(=O)(=O)c2ccc3c(c2)nc(SCc2ccc(Br)cc2)n3CC2CCCO2)C1 (configuration not stated)
→ -8, -10, .
- O=C(Cn1nc2c(N3CCOCC3)nccn2c1=O)NC1CCCC1
→ -2, -1, 4
- CCOc1ccc(-n2c(=O)[nH]c3c(C(N)=O)ncnc32)cc1
→ -5, -4, -4
- CC12C=CC(O1)C1C(=O)N(c3ccc(N4CCOCC4)cc3)C(=O)C12 (configuration not stated)
→ ., 8&-8, 5&19
- CCC(C(=O)N1CCN(C(c2ccc(Cl)cc2)c2ccc(Cl)cc2)CC1)c1ccccc1 (configuration not stated)
→ -9, -11, 27
- CCOc1ccc(Cl)cc1S(=O)(=O)N1CCN(CCO)CC1
→ ., -4, 4
- c1ccc2c(-c3nnc(SCc4cscn4)n3C3CC3)c[nH]c2c1
→ ., -9, 1
- CNC(=O)[C@@H]1C[C@@H](N)CN1C(=O)c1ccc2c(c1)CCO2
→ -14, -3, 15
- CCC(Nc1ccccc1)C(=O)N1CCN(c2ccccc2)CC1 (configuration not stated)
→ ., 7, 3
- COc1ccc(-n2nc(-c3ccco3)cc2C(=O)N2CCC(C(N)=O)CC2)cc1
→ -6, -6, -3
- O=C(c1ccc(=O)n(CCOc2ccccc2)n1)N1CCSc2ccc(Cl)cc21
→ ., -9, 9
- COc1ccc(C)cc1N1C(=O)CSC1c1ccc(NC(=O)c2ccccc2)cc1 (configuration not stated)
→ -8, -7, -3
- CCNc1nc(NCC)n2c(SCCOc3ccc(OCC)cc3)nnc2n1
→ ., -4, 0
- CCCCNC(=O)c1nn(-c2ccc(C)cc2)c(=O)cc1OC
→ -6, -5, 5
- CNS(=O)(=O)c1cccc(C#N)c1
→ -8, -7, 1
- Cc1cccc(N2CC(c3nc4ccccc4n3CC(=O)N3CCCCCC3)CC2=O)c1 (configuration not stated)
→ -9, -9, 15
- COc1ccc(CCN(C)S(=O)(=O)c2ccc(OC)c(N3CCN(S(=O)(=O)c4cccc(C(F)(F)F)c4)CC3)c2)cc1OC
→ -9, -2, 27
- CN1CCCCCC1=NS(=O)(=O)c1cccc(N)c1
→ ., -7, 7

Some of the entries so far, with each value named.
COc1ccc(-n2nc(-c3ccco3)cc2C(=O)N2CCC(C(N)=O)CC2)cc1
  mcGAS lum: -6	hcGAS lum: -6	NPYLR7 ag: -3
O=C(Cn1nc2c(N3CCOCC3)nccn2c1=O)NC1CCCC1
  mcGAS lum: -2	hcGAS lum: -1	NPYLR7 ag: 4
CCOc1ccc(-n2c(=O)[nH]c3c(C(N)=O)ncnc32)cc1
  mcGAS lum: -5	hcGAS lum: -4	NPYLR7 ag: -4
CNS(=O)(=O)c1cccc(C#N)c1
  mcGAS lum: -8	hcGAS lum: -7	NPYLR7 ag: 1

(more compounds)
| SMILES | mcGAS lum | hcGAS lum | NPYLR7 ag |
| --- | --- | --- | --- |
| CSc1ccc(Cn2c(C)c(C(=O)NCC(C)C)sc2=O)cc1 | . | -5 | 8 |
| CCOc1ccccc1CNC(=O)c1c(C)noc1-c1cccc(C(F)(F)F)c1 | -7 | -5 | 32 |
| Cc1noc(/C=C/N(C)C)c1S(=O)(=O)N1CCC(C(=O)NC2CCCCC2)CC1 | -5 | -8 | . |
| O=S(=O)(c1ccc2c(c1)N=Cc1c(Cl)cccc1O2)N1CCCCC1 | -15 | -7 | -1 |
| COc1ccc(NC(=O)Nc2ccc(N3CCC(C)CC3)c(C(=O)NCc3ccccc3)c2)c(OC)c1 | -3 | 0 | -1 |
| CN1CC2(CCCN(C(=O)Cc3ccccc3O)CC2)OC1=O (configuration not stated) | -11 | -2 | 0 |
| CCOc1ccc2c(c1)CN(C(=O)Nc1ccc3c(c1)CCC(=O)N3)CC2 | . | 0 | -2 |
| N#CC1(c2ccccc2)CCN(C(=S)NCC2CCCO2)CC1 (configuration not stated) | 2 | 0 | -8 |
| Cc1nc(C(=O)O)nn1-c1ccccc1C(C)C | . | -6 | -6 |
| CCOC(=O)c1ccc(N=c2oc3cc(N(CC)CC)ccc3cc2C(N)=O)cc1 | . | -4 | -6 |
| CNc1ncc(C(=O)N2CCCC(C(=O)c3ccc(Cl)cc3C)C2)cn1 (configuration not stated) | . | -9 | -5 |
| CC(C)C(C)N(Cc1ccc(Cl)cc1)Cc1nc(C(=O)NCCN(C)C)co1 (configuration not stated) | -5 | -3 | . |
| CCCCCc1nc2cc(C)cc(C)n2c1Nc1c(C)cccc1C | -6 | -6 | 22 |
| C=CCCC(=O)N1[C@@H](c2ccccc2)[C@@H](C(=O)OCC)C[C@]12CCCCN(C)C2=O | -6 | -3 | -1 |
| C=CCOc1c(OC)ccc2c1CN(C(C)C)C(=O)CCN2CC(O)CCC (configuration not stated) | -4 | 1 | -1 |
| O=C(c1cnn(-c2ccccc2)c1)N1CCN(S(=O)(=O)c2ccc(F)c(Cl)c2)CC1 | . | -8 | -2 |
| COc1cc(OC)cc(C(=O)N2CCN(Cc3cc(=O)c(OCc4ccc(-c5ccccc5C#N)cc4)co3)CC2)c1 | -7 | -3 | 21 |
| COC(=O)c1cccc(C(=O)N2CCCC(N3CCN(c4ccccc4OC)CC3)C2)c1 (configuration not stated) | . | -7 | 9 |
| COc1cc(C=NNc2nncc3ccccc23)cc(OC)c1OC | . | 1 | -12 |
| COc1ccccc1NC(=O)N(Cc1ccco1)Cc1ccccc1OS(=O)(=O)c1ccc(NC(C)=O)cc1 | 0 | 0 | . |
| CCCN(Cc1cccc(Cl)c1)C(=O)[C@@H](N)[C@@H](C)CC | 0 | 0 | -13 |
| FC(F)(F)c1cccc(CNCC2CC(c3ccc4c(c3)OCO4)=NO2)c1 (configuration not stated) | -7 | -3 | -1 |
| Cc1ccc2c(=O)c(-c3cccc(C(F)(F)F)c3)coc2c1 | -5 | -6 | . |
| CN(Cc1cnc2c(-c3ccccc3)cnn2c1)Cc1cc(C(C)(C)C)n[nH]1 | . | -7 | 15 |
| CNS(=O)(=O)c1ccc(-c2nccn2-c2ccccc2CCO)cc1 | . | -10 | 19 |
| c1cc(OCC2CO2)ccc1OCC1CO1 (configuration not stated) | -1 | -6 | -3 |
| COc1ccc(C(C)(C)C)cc1NC(=O)CSc1ccccn1 | . | 0 | 1 |
| CN(C)Cn1nc(-c2cccnc2)n(-c2ccc(SC(F)F)cc2)c1=S | . | -5 | -4 |
| Cc1ccc(C23OC(=O)C(C)(C)C2OC(=O)C3(C)C)cc1 (configuration not stated) | -5 | -9 | 2 |
| O=C(NC1CCc2ccccc21)c1cc(-c2ccc3c(c2)OCO3)nc2ccccc12 (configuration not stated) | -6 | -2 | 11 |
| COCCCN1C(=O)CC(CC(=O)N2CCC(c3ccc(F)cc3)C2)(c2ccccc2Cl)C1=O (configuration not stated) | -12 | -6 | 24 |
| COC(=O)c1ccc(CN2C(=O)CC(c3ccccc3Cl)C(C(=O)OCC(C)C)=C2C)o1 (configuration not stated) | 3 | 7 | . |
| COc1cccc(NC(=O)C2(C)CCN2C(=O)Cc2ccc(-c3ccccc3)cc2)c1 (configuration not stated) | -1 | 3 | 0 |
| CCOC(=O)N1CCC(NC(=O)c2cnn3c(C(F)(F)F)cc(-c4ccccc4)nc23)CC1 | . | -6 | -8 |
| Cc1ccc(N2CCN(C(=O)CC3C(=O)NCCN3Cc3cccs3)CC2)c(C)c1 (configuration not stated) | . | -3 | 4 |
| CCN(C(=O)CSc1ncc(S(=O)(=O)c2ccc(C)c(Cl)c2)c(=O)[nH]1)c1cccc(C)c1 | -7 | -6 | 5 |
| CC(C)CCN(Cc1ccc(F)cc1)Cc1cccn1Cc1ccc(C(F)(F)F)cc1 | -8 | -8 | 4 |
| CCN(CCC#N)c1ccc(CNCC(c2ccco2)N(C)C)c(C)c1 (configuration not stated) | . | -11 | 5 |
| CC(NC(=O)NC1CCSCC1)c1ccc(-n2cccn2)cc1 (configuration not stated) | . | 4 | -30 |
| CCCCCc1ccc(C(=O)N(CC)CC(=O)Nc2cc(C(C)(C)C)nn2-c2ccc(Cl)c(Cl)c2)cc1 | -6 | -3 | 2 |
| Cc1nc2ccc(C(=O)Nc3ccc(Cl)c(Cl)c3)cn2c1N(C)CC1CCCCC1 | 2 | 5 | -8 |
| Cc1cc(OCc2nc(C(C)OCC(C)C)no2)nnc1C (configuration not stated) | . | -6 | 4 |
| COc1ccc(-c2nnc(SCC(=O)N/N=C\c3cccc4ccccc34)n2-c2ccccc2)cc1OC | . | -2 | -4 |
| Cc1ccc(N(CCCN2C(=O)c3cccc4cccc(c34)C2=O)C(=O)C23CC4CC(CC(C4)C2)C3)cc1 | . | -2 | -4 |
| CCN(CC)S(=O)(=O)c1cccc(N=Nc2c[nH]c3ccccc23)c1 | . | -2 | 1 |
| C/C(=C\c1ccco1)CN(C)Cc1c(C)noc1C | -14 | -4 | . |
| O=[N+]([O-])c1cccc(C=NNP2(=O)C=C(c3ccccc3)OC(c3ccccc3)=C2)c1 | . | -8 | 2 |
| CCn1c(N)cc(=O)[nH]c1=O | . | 4 | -9 |
| O=C(c1ccc2c(c1)CCO2)N1CCN(Cc2ccc(-c3noc(C4CCCC4)n3)cc2)CC1 | -5 | -6 | 5 |

Outcome played no part in choosing rows. Share with any hit: about 0.27%.
